# Screening results as filed in PubChem.
# DAX1 inh-1: DAX1 (NR0B1) inhibitors on StAR promoter, primary screen, cell-based, luminescence, SF-1 (NR5A1), full-length DAX-1 | HEK293T StAR-luciferase reporter, SF-1/DAX-1 repression relief | inhibition, % at 6.8 µM | hit rate 1.1% among 370,000 | AID 652010, 2013;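 active means inhibition above the mean over all tested compounds plus 3 SD, cut at about 3.6% in these data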;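 further: 0% = DAX-1 cells with DMSO and 100% = cells lacking DAX-1 with DMSO; higher inhibition means more luminescence from relief of DAX-1 repression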
# GAA850 FXN act: FXN promoter activators, primary screen, cell-based, luciferase luminescence, HEK293 lucGAA850; activation, % at 6 µM; AID 540364, 2011; HEK293 lucGAA850 FXN promoter luciferase reporter, 24 h; percent of 10 µM SAHA response; hit rate 0.56% among 360,000;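 active means activation above the average of all compounds screened plus 3 SD, cutoff fixed separately per campaign, cut at about 7.5% in these data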;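 further: 0% = DMSO wells and 100% = 10 µM SAHA wells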
# DAX1 inh-2: DAX1 (NR0B1) inhibitors, primary screen, cell-based, HEK293, Gal4-DAX1, luciferase luminescence | HEK293 Gal4-DAX1 luciferase reporter | inhibition, % at 6.75 µM | hit rate 0.99% among 340,000 | AID 504766, 2011 | Nuclear receptor subfamily 0 group B member 1 (Homo sapiens), P51843;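 active means inhibition above the mean over all tested compounds plus 3 SD, cut at about 4.2% in these data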;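 further: 0% = DAX1-transfected cells with DMSO and 100% = empty-vector control cells with DMSO; inhibition shows as a rise in luminescence from relieved DAX1 repression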
# Target sequence (P51843 207-470 limits assumed): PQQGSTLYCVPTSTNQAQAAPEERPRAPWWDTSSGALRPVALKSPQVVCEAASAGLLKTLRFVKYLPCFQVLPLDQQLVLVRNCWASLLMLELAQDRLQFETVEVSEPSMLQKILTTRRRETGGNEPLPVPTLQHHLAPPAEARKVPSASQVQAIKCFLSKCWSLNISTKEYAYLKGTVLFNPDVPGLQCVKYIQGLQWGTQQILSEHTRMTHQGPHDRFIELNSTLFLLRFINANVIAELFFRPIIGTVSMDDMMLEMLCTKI
# hcDAF-12 act: H. contortus DAF-12 nuclear receptor activators, primary screen, cell-based, luminescence, HEK293, lit1-tk-luc reporter. HEK293 hcDAF-12 lit1-tk-luc reporter; 0% DMSO, 100% Δ7-dafachronic acid. activation, % at 6.8 µM. hit rate 1.4% among 370,000. AID 652067, 2013;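 active means activation above the mean of all tested compounds plus 3 SD, cut at about 5.5% in these data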;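 further: 100% = response to 3 µM Δ7-dafachronic acid high control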
# SMARCA2 activ: SMARCA2 (BRM) function activators, primary screen, cell-based, luminescence, high throughput. AID 652017, 2013. hit rate 1% among 370,000. activation, % at 9.1 µM. MG213 cells, MMTV-luciferase reporter, dexamethasone, overnight; in the data active means activation above about 7.8%;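 further: 0% = vehicle wells and 100% = reference activator wells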
# ssDAF-12 act: S. stercoralis DAF-12 nuclear receptor activators, primary screen, cell-based, luminescence, HEK293, GRIP1 co-expression, lit1-tk-luc | Nuclear hormone receptor DAF-12 (Strongyloides stercoralis) | HEK293 ssDAF-12/GRIP1 lit1-tk-luc reporter; % of 3 µM dafachronic acid response | activation, % at 6.8 µM | hit rate 1% among 370,000;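 active means activation above the mean over all tested compounds plus 3 SD, cut at about 0.9% in these data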;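 further: 0% = DMSO-only wells and 100% = 3 µM delta7-dafachronic acid wells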
# ADAM10 inh: human ADAM10 inhibitors, primary screen, biochemical, QFRET, HTS; inhibition, % at 7 µM; hit rate 0.62% among 370,000; Disintegrin and metalloproteinase domain-containing protein 10 (Homo sapiens), O14672; recombinant ADAM10, EDANS/DABCYL FRET peptide cleavage, 3 h;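 active means inhibition above a per-campaign cutoff equal to the mean of compounds falling between control-based bounds plus 3 SD, cut at about 20% in these data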;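 further: 0% = DMSO wells while the 100% control is not disclosed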
# ADAM17 inh: ADAM17 inhibitors, primary screen, biochemical, QFRET; Disintegrin and metalloproteinase domain-containing protein 17 (Homo sapiens), P78536; inhibition, % at 6.95 µM; hit rate 0.83% among 370,000; recombinant ADAM17, EDANS/DABCYL FRET peptide cleavage;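 active means inhibition above the mean of compounds lying between control limits plus 3 SD, set per campaign, cut at about 8.5% in these data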;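 further: 0% = DMSO-only wells as the low control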
# Target sequence (P78536 215-824 limits assumed): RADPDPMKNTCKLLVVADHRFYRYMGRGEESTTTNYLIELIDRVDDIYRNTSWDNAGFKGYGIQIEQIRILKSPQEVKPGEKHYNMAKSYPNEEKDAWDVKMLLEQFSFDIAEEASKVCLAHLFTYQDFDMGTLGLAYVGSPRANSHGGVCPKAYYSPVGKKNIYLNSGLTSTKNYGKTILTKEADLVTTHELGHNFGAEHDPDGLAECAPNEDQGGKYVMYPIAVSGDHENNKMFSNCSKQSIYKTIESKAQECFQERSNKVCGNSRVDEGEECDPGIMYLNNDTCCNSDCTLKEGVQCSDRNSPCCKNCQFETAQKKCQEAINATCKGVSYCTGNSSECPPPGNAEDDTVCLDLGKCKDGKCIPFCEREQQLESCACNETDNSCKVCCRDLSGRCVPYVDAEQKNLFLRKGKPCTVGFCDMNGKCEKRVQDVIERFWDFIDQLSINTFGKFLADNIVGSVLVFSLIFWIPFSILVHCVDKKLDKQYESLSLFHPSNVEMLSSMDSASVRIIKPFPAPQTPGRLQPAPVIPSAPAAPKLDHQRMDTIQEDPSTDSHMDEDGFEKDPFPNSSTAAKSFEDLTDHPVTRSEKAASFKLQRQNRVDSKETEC
# hgDAF12 agonist: H. glycines DAF-12 receptor agonists, primary screen, cell-based, luminescence, HEK293, GAL4 fusion, UAS-luciferase | activation, % at 6.8 µM | HEK293 GAL4-hgDAF12 UAS-luciferase reporter, agonist luminescence; normalized to butyrate control | AID 687014, 2013 | hit rate 1.8% among 370,000;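 active means activation above a cutoff set at the mean of all screened compounds plus 3 SD, cut at about 10% in these data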;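 further: 0% = DMSO wells and 100% = sodium butyrate wells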
# NPR1 activator: GC-A stimulated cGMP production enhancers – HEK293 GC-A cells, cGMP TR-FRET, EC30 ANP, primary screen | Atrial natriuretic peptide receptor 1 (Homo sapiens), P16066 | 0% at EC30 ANP, 100% saturating ANP | activation, % at 10 µM | hit rate 0.14% among 370,000; in the data active means activation above about 40%
# PG9 Ab binder: binders of HIV-1 gp120 antibody PG9, primary screen, biochemical, TR-FRET | TR-FRET gp120-PG9 antibody binding | inhibition, % at 6.7 µM | hit rate 0.43% among 360,000 | AID 624416, 2012; in the data active means inhibition above about 8.5%
# An asterisk follows results filed as active; i = inactive; . = no result given; & = joins results of further samples. Random draw from the library. Share with any hit: about 6.8%.
SMILES,DAX1 inh-1,GAA850 FXN act,DAX1 inh-2,hcDAF-12 act,SMARCA2 activ,ssDAF-12 act,ADAM10 inh,ADAM17 inh,hgDAF12 agonist,NPR1 activator,PG9 Ab binder
c1ccc2sc(NC3=NCN(CC4CCCO4)CN3)nc2c1 (configuration not stated),0.8,5.2,-0.5,-0.3,4,-1.3,-1,0,1.4,4,-0.8
Cc1c(C(=O)C(=O)N2CCN(C)CC2)c2ccccc2n1C,-0.2,1.9,-0.9,-1.7,-2,-0.5,2,-4,-0.4,0,-1.0
CN(C)S(=O)(=O)c1ccc(NC=C(C#N)C#N)cc1,0.6,3.4,-1.2,0.8,-2,-1.1,-41,-18,1.2,9,0.4
COc1ccccc1C(=O)NC(=O)COC(=O)c1nccnc1N,-0.3,-1.9,0.2,0.4,3,-0.8,i,i,4.6,-1,-2.4
COc1cc(/C=C/C(=O)OCC(=O)N(C)CC(=O)Nc2ccc(F)cc2)ccc1OC(F)F,1.9,0.6,-0.5,-1.5,-1,-1.4,-42,-11,1.0,-6,-2.3
Cc1cccc(NC(=O)C2CCCN2C(=O)OCC(C)C)c1 (configuration not stated),0.7,-0.9,0.1,1.1,0,-1.1,1,1,-0.6,3,-0.6
O=C(NCCc1ccccc1)c1nc(CS(=O)(=O)c2ccc(Cl)cc2)no1,-0.5,0.1,0.0,-1.8,-2,-1.7,3,7,-1.9,0,2.1
CCCCCc1ccc(CC(=O)O)cc1,-0.3,-1.2,-0.1,-1.0,-4,-1.5,0,-5,-0.1,3,1.7
COc1cccc(/C=N/Nc2nnc3c(n2)[nH]c2ccccc23)c1OC,-0.5,2.3,0.7,7.1*,1,-0.7,-10,-3,1.0,10,0.1
Cc1cc2nc(C(C)(C)C)cc(N)n2n1,-0.4,1.9,0.6,1.6,-4,-1.5,-20,-12,-0.4,-3,0.2
CCOC(=O)N(C)S(=O)(=O)c1ccccc1[N+](=O)[O-],-0.7,1.9,1.2,1.0,-2,-0.5,-13,-6,-0.7,0,2.1
CC(C)C(C(=O)NCc1ccco1)N(C(=O)CNS(=O)(=O)c1ccccc1)C1CCCC1 (configuration not stated),-0.6,-4.0,0.7,0.0,-1,-1.3,8,10*,0.2,-4,-1.3
O=C(CSc1ccc2nnc(-c3cccnc3)n2n1)Nc1ccccc1F,-1.1,-1.4,-0.3,-0.4,-1,-1.0,-37,-8,-0.3,-2,0.3
CN(C)CCCNc1oc(-c2ccccc2Cl)nc1S(=O)(=O)c1ccc(F)cc1,-0.4,-1.3,0.3,-1.3,-1,-1.4,-2,1,-1.2,-3,-1.6
Clc1ccc(-c2nnc(CNC3CC3)o2)cc1,0.2,1.9,-0.6,-1.6,2,-1.3,-5,2,0.4,1,-2.3
O=S(=O)(NCCc1ccccc1)c1ccc(Br)cc1,0.0,0.5,1.5,2.0,1,-1.2,1,-4,0.7,-5,-1.1
Nn1c(Cc2cccc3ccccc23)nnc1SCc1c(F)cccc1Cl,-0.2,1.5,0.7,0.9,-2,-0.3,5,1,-0.9,-1,-1.1
CC(=O)Nc1ccc2c(c1)CN(c1cc(C)ccc1C)CO2,-0.9,0.3,-1.5,-3.0,-1,-1.6,6,-1,-3.6,-5,-0.5
CCOC(=O)CNC(=O)C(Cc1ccccc1)NS(=O)(=O)c1ccc2c(c1)CCC(=O)N2 (configuration not stated),-0.7,-1.9,-0.3,-2.1,-3,-1.2,2,-2,4.0,-1,4.8
CC(Oc1ccccc1F)c1nnc(SCC(=O)Nc2ccc(N3CCOCC3)cc2)o1 (configuration not stated),0.9,1.1,0.1,1.1,-2,-1.0,-5,-2,0.3,-1,-0.1
Cc1c(CCC(=O)O)c(=O)oc2cc3occ(-c4ccc(Cl)cc4)c3cc12,-0.5,1.0,-0.3,-1.3,-2,-1.1,-177,-96,0.5,12,-3.4
Cc1cccc(NC(=O)CSc2nc(NS(=O)(=O)c3ccccc3)cc(=O)[nH]2)c1,0.2,-1.6,3.2,-0.9,-2,0.6,0,2,-1.3,-2,0.8
CCOC(=O)c1nc(C)nc(Sc2n[nH]c(-c3ccccc3)n2)c1C,0.1,0.6,-0.5,0.8,3,-1.1,10,-1,0.8,-3,0.5
CC(C)=CCc1c(O)ccc(C2COc3c(CC=C(C)C)c(O)cc(O)c3C2=O)c1O (configuration not stated),0.7,3.0,-2.4,-0.4,1,-0.8,-2,5,1.6,0,-2.9
Cc1ccc2c(=O)cc(C(=O)Nc3ccc(S(=O)(=O)Nc4onc(C)c4C)cc3)oc2c1,-0.6,-0.1,0.7,1.3,-1,-0.6,6,0,-0.6,5,-1.7
Cc1ccc(Cl)cc1NC(=O)c1ccccn1,-0.5,1.7,-0.8,0.0,2,-1.8,-2,1,2.7,-4,0.2
O=C(O)c1cccc(NC(=O)c2cccc(NC(=O)C3CCCO3)c2)c1 (configuration not stated),0.4,-1.7,-1.4,0.1,1,-0.7,-1,-2,2.6,-1,0.1
CC1CC1C(=O)OCC(=O)NC(=O)NC12CC3CC(CC(C3)C1)C2 (configuration not stated),1.9,4.7,-0.6,1.4,4,-1.1,4,1,9.9,2,1.7
CCN1CCN(CC(=O)Nc2ccc(S(=O)(=O)N3C(C)CCCC3C)cc2)CC1 (configuration not stated),-0.3,0.3,0.5,-0.3,0,-1.0,4,-5,-0.8,5,0.9
Cc1noc(C)c1C(=O)OCC(=O)NCCc1ccc(S(N)(=O)=O)cc1,-0.8,-1.2,0.7,-2.0,1,-0.9,-3,1,3.7,0,-0.9
Nc1nc(C(F)(F)F)cc(=O)n1N,0.2,2.5,-0.4,-1.8,-4,-0.7,-4,-4,1.0,-1,-0.3
Cc1cccc([C@@H]2[C@@H]3C(=O)N(Cc4ccccc4)C(=O)[C@@H]3[C@]3(Cc4ccccc4)C(=O)N(c4cccc(Cl)c4)C(=O)N23)c1,-0.2,-11,-0.5,-1.7,-1,-0.9,11,8,2.7,-21,-1.1
CC(=O)Nc1c2c(nn1-c1ccc(C)cc1C)CSC2,0.4,1.8,-0.6,-1.3,-1,-1.0,-2,-2,0.5,-5,-0.1
COc1cc2c(cc1[N+](=O)[O-])-c1ccc([N+](=O)[O-])cc1C2,-2.0,0.2,.,0.0,0,-1.3,1,0,-0.8,-4,-2.4
COc1ccccc1CNC(=O)c1ccccc1OC,0.2,2.5,-1.1,-1.0,0,-1.4,-7,-3,-1.7,-1,1.1
COC(=O)c1ccc2c(=O)n(CC3CCCO3)c(=S)[nH]c2c1 (configuration not stated),1.0,-1.6,1.0,-1.3,-2,-1.0,-2,-3,3.6,-1,-0.8
COc1cc(C(c2sc3nc(C)nn3c2O)N2CCN(c3ccccc3)CC2)cc(OC)c1OC (configuration not stated),0.0,-1.5,0.0,-0.2,-4,-1.8,-9,-3,-0.3,-2,-2.2
CN1CCCN(c2cc(-c3ccc4ccccc4c3)nc3ccnn23)CC1,1.4,1.7,.,0.7,-1,-1.5,-218,-48,0.2,0,0.3
O=C(Cn1cnc2c(NC(=O)OCc3ccccc3)ncnc21)NCc1ccccn1,0.0,0.4,-0.4,-0.4,1,-1.1,2,-4,-0.2,2,1.4
O=C1Nc2ccccc2N(O)N1c1cc(-c2ccccc2)[nH]n1,0.6,1.9,-0.4,1.6,1,-0.5,-1,1,-0.6,-4,-4.2
Cc1c(NC(=O)c2ccc(NS(=O)(=O)c3ccc(F)c(F)c3)cc2)c(=O)n(-c2ccccc2)n1C,3.7*,0.8,0.1,-1.1,-1,-1.2,5,0,0.7,0,-1.4
COc1ccc(/C=N/OCc2ccc(Br)cc2)c(OC)c1,0.0,0.6,-0.5,1.5,3,-1.2,5,1,7.7,-3,0.2
CCOC(=O)C1=C(C)NC(SCC(N)=O)=C(C#N)C1c1ccncc1 (configuration not stated),0.3&-0.3,-1.3&-1.2,0.6&-1.2,-1.8&-1.2,-4&-2,-1.5&-1.4,-12&-12,-5&-6,-2.4&-1.4,0&-3,0.2&-1.2
N=C1CCCN1CC(=O)c1ccc(Cl)cc1,0.5,1.7,1.6,1.3,5,-1.0,4,-1,6.0,2,-1.2
CC(C)NC(=O)c1onc(CSc2ccc(Cl)cc2)c1C(=O)NC(C)C,-0.7,2.7,-0.9,-0.9,1,-1.4,10,3,0.1,3,0.0
Cn1c2c(c(=O)n(C)c1=O)C(c1ccc(O)cc1)Nc1ccccc1O2 (configuration not stated),0.5,0.1,-1.0,0.5,0,-1.3,-10,-7,0.9,18,0.4
COc1cc(C)c(C)cc1S(=O)(=O)N1CCN(Cc2ccccc2)CC1,0.6,1.7,-1.3,-1.6,-1,-0.8,-3,-6,0.0,-3,-0.9
Cc1ccccc1-n1c(SCC(=O)N/N=C/c2c(C)nn(-c3ccccc3)c2C)nc2ccccc2c1=O,-1.7,-3.7,-2.9,-4.0,-2,-1.8,21*,11*,-7.8,-1,-1.1

# Looked up by structure from the list above (6):
SMILES,DAX1 inh-1,GAA850 FXN act,DAX1 inh-2,hcDAF-12 act,SMARCA2 activ,ssDAF-12 act,ADAM10 inh,ADAM17 inh,hgDAF12 agonist,NPR1 activator,PG9 Ab binder
Cn1c2c(c(=O)n(C)c1=O)C(c1ccc(O)cc1)Nc1ccccc1O2 (configuration not stated),0.5,0.1,-1.0,0.5,0,-1.3,-10,-7,0.9,18,0.4
COc1cc(C)c(C)cc1S(=O)(=O)N1CCN(Cc2ccccc2)CC1,0.6,1.7,-1.3,-1.6,-1,-0.8,-3,-6,0.0,-3,-0.9
O=C(Cn1cnc2c(NC(=O)OCc3ccccc3)ncnc21)NCc1ccccn1,0.0,0.4,-0.4,-0.4,1,-1.1,2,-4,-0.2,2,1.4
Cc1ccccc1-n1c(SCC(=O)N/N=C/c2c(C)nn(-c3ccccc3)c2C)nc2ccccc2c1=O,-1.7,-3.7,-2.9,-4.0,-2,-1.8,21*,11*,-7.8,-1,-1.1
CCOC(=O)C1=C(C)NC(SCC(N)=O)=C(C#N)C1c1ccncc1 (configuration not stated),0.3&-0.3,-1.3&-1.2,0.6&-1.2,-1.8&-1.2,-4&-2,-1.5&-1.4,-12&-12,-5&-6,-2.4&-1.4,0&-3,0.2&-1.2
CN1CCCN(c2cc(-c3ccc4ccccc4c3)nc3ccnn23)CC1,1.4,1.7,.,0.7,-1,-1.5,-218,-48,0.2,0,0.3
